AID2073: inhibitors of Mint1-CaV2.2 protein interaction, biochemical, HTRF (AID 2073). Voltage-dependent N-type calcium channel subunit alpha-1B (Homo sapiens). actives 0.19% (n = 290,000). inhibition, % at 20 µM, or IC50 in µM where a hit was titrated. HTRF protein-protein interaction, Mint1-CaV2.2; higher % means a stronger effect; in the data active means inhibition mostly above about 51%, no sharp cut-off; inconclusive means no clear call, values can overlap the other calls; inactive means mostly below about 53%; further: some results filed as inactive read as strong as hits
M1AAP inhibition: P. falciparum M1AAP inhibitors, biochemical, fluorogenic H-Leu-NHMec substrate, 1536-well (AID 1445); recombinant M1AAP, H-Leu-NHMec fluorogenic kinetic assay; higher % means a stronger effect; one-dose inhibition, % at 30 µM; IC50 in µM for titrated hits; actives 0.42% (n = 220,000);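 active means primary inhibition above the hit cutoff, then over 50% inhibition at one or more dose response concentrations, cut at about 23% in these data, passing the limit was not always enough; inconclusive means conflicting primary data, or primary hits not chosen for dose response; inactive means low primary inhibition, or under 50% at every dose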;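 further: plate controls were DMSO full reaction for no effect and no enzyme background for full effect; strong numbers were not always called active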
LYP phosphatase: inhibitors of LYP phosphatase, biochemical, fluorescence intensity, uHTS (AID 1779) | Tyrosine-protein phosphatase non-receptor type 22 (Homo sapiens) | recombinant LYP phosphatase, fluorescence intensity; higher % means a stronger effect | inhibition, % at 11.5 µM; hits with a dose series show IC50 in µM | actives 0.054% (n = 290,000);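 further: plate controls were vehicle with enzyme for no effect and no enzyme for full effect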
HEK293 NOD2/NF-kB: NOD2 signaling inhibitors, cell-based, luminescence, uHTS, HEK293 (AID 1566); HEK293 NOD2/NF-kB luciferase reporter, luminescence; higher % means a stronger effect; inhibition, % at 4 µM; hits with a dose series show EC50 in µM; actives 0.63% (n = 290,000); further: many of its hits are not listed in these tables
Siah-1 displacement: Siah-1 peptide-binding antagonists, primary screen, biochemical, fluorescence polarization, rhodamine-plectin, uHTS (AID 1817). one-dose displacement, % at 20 µM; IC50 in µM for titrated hits. Siah-1 / rhodamine-plectin peptide fluorescence polarization; higher % means a stronger effect. actives 0.02% (n = 290,000);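 active means displacement of at least 50% at 20 µM, with a fluorescence ratio check between 0.3 and a set limit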;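 further: plate controls were Siah plus tracer with DMSO for no effect and tracer alone without Siah for full effect; strong numbers were not always called active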
Hep lipid drop: inhibitors of hepatocyte lipid droplet formation, primary screen, imaging, high-throughput imaging, BODIPY stain | AML12 mouse hepatocytes, oleate lipid droplets | inhibition, % at 6.5 µM | actives 0.4% (n = 240,000) | AID 1656, 2009;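 active means lipid droplet intensity inhibited by at least 50%, with more than 500 cells counted; inconclusive means wells with under 300 cells, treated as cytotoxic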
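Material: mouse AML12 hepatocyte cell line, fixed after treatment; Timing: compound with oleate, overnight; Technique: high-content imaging of BODIPY-stained droplets and DAPI nuclei; Probe or stimulus: oleate, 100 µM final; Dosing: compound at 6.5 µM only.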
XIAP antagonists: XIAP antagonists, biochemical, IAP family, fluorescence polarization (AID 1018) | XIAP BIR domain, fluorescence polarization peptide displacement; higher % means a stronger effect | displacement, % at 20 µM, or IC50 in µM where a hit was titrated | actives 0.007% (n = 200,000); in the data active means displacement above about 50%; further: a part of the inactive calls stands beside numbers as strong as those of hits
P. falciparum M17LAP: P. falciparum M17LAP inhibitors, primary screen, biochemical, fluorogenic H-Leu-NHMec substrate, 1536-well (AID 1619) | Leucine aminopeptidase (Plasmodium falciparum (isolate 3D7)) | recombinant M17LAP, H-Leu-NHMec fluorogenic kinetic assay; higher % means a stronger effect | inhibition, % at 30 µM, or IC50 in µM where a hit was titrated | actives 0.38% (n = 220,000);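 active means compound inhibiting the enzyme by more than half at any dose during confirmatory dose-response retesting; inconclusive means strong single-dose inhibitors picked by rank but not retested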;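 further: plate controls were full reaction with DMSO carrier for no effect and no enzyme background for full effect; strong numbers were not always called active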
ER stress rescue: rescue of cells from ER stress-induced death, primary screen, 384-well, CSM14.1, thapsigargin, ATP luminescence (AID 1222); cellular ATP content (survival), % at 20 µM, or EC50 in µM where a hit was titrated; 190,000 tested, under 10 active; CSM14.1 thapsigargin-induced death rescue, ATP luminescence; higher % means a stronger effect;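 active means EC50 below 50 µM in the dose-response confirmation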;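 further: death triggered by thapsigargin at about 15 µM added after 2 h compound pretreatment; cell ATP read after overnight thapsigargin exposure of roughly 18 to 22 hours; normalized against plate controls of thapsigargin alone and 5% DMSO vehicle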
Hep lipid drop cells 6.5 µM: second read-out of Hep lipid drop, no call of its own (marks repeat the call); cell count; measured here: cell count, cytotoxicity flag;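 cells counted across two imaged fields per well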
Active calls of the source: *; ? = inconclusive; / = no result given. Unless noted, no stated cut-off is given here; in the data, active means inhibition above about 50%; inactive means the rest. These rows are one share of the data. The share of hits here may be higher or lower than overall.

SMILES	AID2073	M1AAP inhibition	LYP phosphatase	HEK293 NOD2/NF-kB	Siah-1 displacement	Hep lipid drop	Hep lipid drop cells 6.5 µM	XIAP antagonists	P. falciparum M17LAP	ER stress rescue
COc1ccc(N2CC(C(=O)Nc3nccs3)CC2=O)cc1 (stereo unspecified)	13%	4%	-6%	8%	2%	/	/	-6.5%	10%	-0.7%
CCCN(CCC)C(=O)c1cn(C)c2ccc(S(=O)(=O)N3CCCC3)cc2c1=O	12%	/	-1%	10%	1%	-4	709	/	/	/
COCCNC(=O)c1ccc(-n2c(SCc3ccncc3)nc3ccccc3c2=O)cc1	-4%	-3%	-4%	19%	0%	13	665	0.4%	9%	6.7%
Cc1ccccc1CNC(=O)C1CCC(=O)N(C2CCCCCC2)C1 (stereo unspecified)	10%	/	-11%	10%	4%	-5	821	/	/	/
COc1cc(/C=N/NC(=O)[C@H](Cc2c[nH]c3ccccc23)NC(=O)OCC(C)C)cc([N+](=O)[O-])c1O	-1%	12µM*	22%	10%	1%	-14	529	-3.1%	23%	3.8%
CCOC(=O)c1sc(NC(=O)c2ccccc2OCC)nc1C	50%	0%	-3%	2%	4%	7	750	-8.3%	-1%	-3.2%
O=C(NNC(=O)C1CCN(Cc2ccccc2)CC1)c1cccs1	8%	0%	-9%	6%	9%	-9	727	-5.5%	-4%	-0.5%
N#CC1=C(N)Nc2nc3ccccc3n2C1c1ccc(F)cc1 (stereo unspecified)	18%	5%	-1%	3%	9%	1	675	-3.1%	16%	-0.4%
CCOC(=O)c1ccc(NC(=O)c2nc[nH]c2C(=O)N[C@H](C)c2ccccc2)cc1	34%	2%	5%	-10%	0%	-30	693	/	4%	/
O=C(CSc1nc(-c2ccccc2)c(-c2ccccc2)[nH]1)NCCN1C(=O)CSC1=O	-13%	0%	-4%	-15%	4%	/	/	-8.0%	-8%	-1.7%
N=c1c(C(=O)NCC2CCCO2)cc2c(=O)n3ccccc3nc2n1Cc1ccccc1 (stereo unspecified)	23%	/	-34%	33%	14%	-17	656	/	/	/
COc1cccc(CC2(CO)CCCN(Cc3ccc(OC)c(C)c3OC)C2)c1 (stereo unspecified)	-1%	/	-4%	-15%	0%	0	768	/	/	/
COc1cc(CC(=O)NCc2cccs2)cc(OC)c1OC	-2%	4%	-3%	-1%	-2%	-9	730	-2.0%	15%	-3.4%
CN1CCN(c2ccc(C(CC(N)=O)NC(=O)Cc3cccc4ccccc34)cc2[N+](=O)[O-])CC1 (stereo unspecified)	-6%	/	-12%	14%	0%	12	798	/	/	/
CCOC(=O)N1CCN(C/C(C)=C/c2ccccc2)CC1	6%	-4%	-6%	-9%	10%	/	/	-2.0%	14%	5.5%
CCc1ccc(CN(C)Cc2nc(-c3cccc(Cl)c3)no2)nc1	28%	0%	-3%	12%	3%	-8	575	-0.4%	8%	3.1%
N#CCCN=C(NS(=O)(=O)c1ccccc1)c1ccccc1	0%	/	-14%	11%	2%	-29	755	/	/	/
COc1ccc(-c2csc(NC(=O)Nc3ccccc3)n2)cc1	6%	/	-5%	6%	8%	/	/	/	/	/
O=[N+]([O-])c1ccc2c(c1)nc1n2CCN(c2ccccc2)C1	0%	7%	4%	-26%	5%	-8	685	/	1%	/
O=S(=O)(c1ccccc1)N(Cc1ccccn1)Cc1ccccn1	10%	/	-4%	15%	-3%	-1	799	/	/	/
O=C(Nc1ccccc1C(=O)N1CCCCC1)C1CCCCC1	13%	0%	-4%	4%	-2%	/	/	-4.2%	-4%	-0.2%
C/C(=N/OC(=O)c1ccccc1Br)c1ccc(C)cc1	10%	/	-2%	-15%	-6%	-1	844	/	/	/
COc1ccc(CCN=C(N)NS(=O)(=O)c2ccc(C)cc2)cc1OC	2%	8%	-6%	20%	7%	-5	680	-12%	14%	1.6%
O=C(Nc1cccc(Br)c1)c1ccc(CN2CCc3ccccc3C2)cc1	-4%	/	1%	49%	-3%	17	830	/	/	/
CCC(=O)NCc1c(Cl)cccc1-n1cccc1	-1%	13%	-1%	2%	-2%	/	/	-0.1%	20%	0.5%
(listing goes on)
SMILES	AID2073	M1AAP inhibition	LYP phosphatase	HEK293 NOD2/NF-kB	Siah-1 displacement	Hep lipid drop	Hep lipid drop cells 6.5 µM	XIAP antagonists	P. falciparum M17LAP	ER stress rescue
CCC(=O)c1ccc(N2CCN(C(=O)c3ccccc3Br)CC2)c(F)c1	-3%	0%	0%	6%	2%	-1	674	-1.3%	-9%	1.1%
O=C1CSC(c2ccccc2)N1c1ccc([N+](=O)[O-])cc1 (stereo unspecified)	-3%	/	-8%	-35%	4%	-2	843	/	/	/
NC12NC(=O)C3(O)C4C5CC(C6C5C3C61)C42 (stereo unspecified)	-6%	5%	-6%	-18%	-6%	-4	712	-8.5%	2%	-0.6%
Cc1cc(C)nc(SCC(=O)Nc2ncccn2)n1	1%	3%	-4%	-14%	2%	0	685	-24%	-20%	-4.1%
Cc1ccc(NC(=O)c2cccc(OCc3c(C)noc3C)c2)cc1	-3%	8%	-2%	10%	0%	12	805	-6.7%	-5%	-0.1%
COc1cc(NC(=O)CSCc2cnn(-c3ccccc3)c2-n2cccc2)cc(OC)c1	-5%	2%	-3%	10%	1%	7	734	-4.8%	-6%	4.1%
CCCc1cc(C(N)=O)c(NC(=O)c2cc(C)on2)s1	-12%	12%	-2%	22%	3%	0	717	-3.8%	7%	2.4%
Cc1cccc(CN2CCC(N3CC(C)OC(C)C3)CC2)c1 (stereo unspecified)	10%	/	-6%	-14%	4%	1	838	/	/	/
CCN1CCN(C(=O)CCn2c(=O)c3cccn3c3cccnc32)CC1	6%	/	-5%	18%	10%	-11	721	/	/	/
O=C(CCN1C(=O)/C(=C\c2ccccc2F)SC1=S)Nc1ccc(C(=O)O)c(O)c1	7%	/	-7%	-5%	-2%	-1	834	/	/	/
CCOC(=O)/C=C1\SCC(=O)N1CC(=O)Nc1ccccc1OC(F)F	-1%	1%	3%	-2%	0%	/	/	-4.6%	10%	-1.1%
O=C(O)/C=C/C(=O)Nc1cc(F)ccc1F	-13%	-3%	-5%	5%	1%	/	/	/	-4%	/
CC(C)(C)NC(=O)Cn1c(SCC(=O)NCc2cccs2)nc2ccccc21	-8%	9%	-4%	-11%	3%	/	/	-3.9%	9%	3.4%
CCOc1ccc(-n2c(SCC(=O)Nc3ccc(Br)cc3)nc3n[nH]c(C)c3c2=N)cc1	33%	2%	-4%	-21%	4%	-93	531	-4.8%	10%	-1.3%
Cc1cc(C)cc(NS(=O)(=O)c2ccc(F)cc2)c1	2%	0%	-6%	29%	3%	1	705	/	8%	/
COc1ccc(C(=O)c2cc([N+](=O)[O-])ccc2N2CCOCC2)cc1	18%	18%	5%	-32%	3%	?	/	-3.4%	7%	-5.3%
CC(=O)N(CCC1(C(C)C)CCOC(C)(C)C1)C(C)c1cccs1 (stereo unspecified)	-4%	-2%	-6%	-3%	0%	6	821	/	4%	/
Cc1oc2c(c(C)cc3oc(=O)c(CC(=O)N[C@@H](C)C(=O)O)c(C)c32)c1C	44%	/	-2%	-9%	-2%	-6	829	/	/	/
CC(C)n1nnnc1-c1cccc(Cl)c1	8%	6%	-7%	14%	3%	/	/	-5.6%	0%	-0.5%
CC(C)OCCCNC(=O)Cn1ccc2cc(S(=O)(=O)N3CCCCC3)ccc21	6%	/	-11%	8%	1%	-4	713	/	/	/
C=CCn1c(NC(=O)c2ccc(Br)o2)c(S(=O)(=O)c2ccccc2)c2nc3ccccc3nc21	22%	17µM*	-6%	2%	-2%	/	/	-5.5%	-13%	-2.8%
Cn1c(=O)n(C)c2cc(/C=N/NC(=O)c3ccncc3)ccc21	22%	11%	-2%	8%	-7%	0	721	-2.2%	16%	-1.7%
CC(C)N1CCC2(CC1)Oc1ccc(Br)cc1C1CC(c3cccnc3)=NN12 (stereo unspecified)	3%	-1%	-3%	-35%	-7%	2	688	/	9%	/
Cc1nc(SCC(N)=O)[nH]c(=O)c1Cc1ccc(OC(C)C)cc1	-6%	-2%	-6%	8%	-3%	/	/	-7.4%	3%	7.4%
CC(=Nc1ccccc1)C1=C(O)COC1=O	-2%	4%	-12%	4%	0%	-10	737	-5.1%	7%	2.7%
Following part:
SMILES	AID2073	M1AAP inhibition	LYP phosphatase	HEK293 NOD2/NF-kB	Siah-1 displacement	Hep lipid drop	Hep lipid drop cells 6.5 µM	XIAP antagonists	P. falciparum M17LAP	ER stress rescue
COc1ccccc1N1CCN(C(c2cccs2)C(C)NC(=O)C(=O)N2CCOCC2)CC1 (stereo unspecified)	-5%	/	-10%	4%	2%	-2	733	/	/	/
Cc1ccccc1OCCCSc1nc2ccccc2[nH]1	12%	1%	0%	-2%	5%	15	615	0.5%	6%	-0.9%
CCCOc1ccc(S(=O)(=O)N2C(=O)CC(=O)N(Cc3ccc(OCC)cc3)C2=O)cc1	7%	6%	-7%	25%	-3%	-3	626	/	12%	/
CC(C)C[C@@H](CN=[N+]=[N-])N1CCN(CC(C)C)CCC1=O	8%	/	-5%	8%	4%	-9	757	/	/	/
COC(=O)c1ccc(NC(=O)Cc2ccccc2)cc1	0%	0%	-8%	-43%	3%	-1	762	-3.3%	2%	-6.4%
O=S(=O)(c1ccc(-c2ccon2)s1)N1CCCC1	8%	-2%	-4%	14%	-3%	/	/	/	1%	/
Fc1ccc(-c2nc3ccccc3c3nc4ccccc4n23)cc1	11%	8%	-9%	2%	-6%	1	684	0.1%	-10%	-0.2%
COc1ccc(/C=C(\C#N)C(=O)Nc2ccc3[nH]c(=O)[nH]c3c2)cc1	-35%	5%	-8%	16%	4%	3	673	/	3%	/
Cc1cc2oc(=O)cc(CN3CCC(C)CC3)c2c(C)c1Cl	-9%	9%	-4%	-54%	-1%	/	/	0.6%	10%	0.0%
O=C(Nc1ccccc1)N(CCCN1CCOCC1)Cc1ccccc1F	8%	4%	-10%	-14%	5%	/	/	2.1%	-10%	-1.3%
N#CCc1c(C#N)c(N)nc(N2CCCC(CO)C2)c1C#N (stereo unspecified)	12%	5%	-5%	16%	3%	-2	694	-2.7%	13%	-0.6%
O=C(c1cc2ccccc2c(=O)o1)N1CCc2ccccc2C1	-2%	5%	1%	1%	2%	/	/	-6.0%	10%	-0.5%

Only Hep lipid drop (two entries from above):
| SMILES | Hep lipid drop |
| --- | --- |
| CCCOc1ccc(S(=O)(=O)N2C(=O)CC(=O)N(Cc3ccc(OCC)cc3)C2=O)cc1 | -3 |
| COc1ccc(/C=C(\C#N)C(=O)Nc2ccc3[nH]c(=O)[nH]c3c2)cc1 | 3 |
